# Screens as filed in PubChem BioAssay.
# EBNA-1 inhibitor: blocks EBNA-1 binding to DNA; AID 1950; inhibition, % at 14.8 µM; 0.34% of 300,000 active; EBNA-1 DNA binding, fluorescence polarization; in the data active = inhibition above about 28%
# procasp7 counter: counter-screen for procaspase-3 activators: activators of human procaspase-7. activation, % at 8.5 µM. recombinant procaspase-7, Ac-DEVD-pNA absorbance 405 nm; D23A/D198A/D206A triple mutant, cannot self-cleave; scale: DMSO 0, 5 µM enzyme 100. P55210. 0.093% of 330,000 active;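 active = percent activation above the screen-wide mean plus 3 SD, cut at about 25% in these data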
#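 Material: Procaspase-7 triple mutant (PC-7 D3A) | Quantity: 2 µM procaspase-7 mutant as dispensed | Reagent: DEVD-pNA substrate | Times: 1 h preincubation, 2 h reaction | Technique: 405 nm absorbance of p-nitroaniline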
# AHR activator: human AHR activation | P35869 | AHR-responsive luciferase reporter cells, luminescence | activation, % at 5 µM | 2.5% of 320,000 active | AID 2796; in the data active = activation above about 47%;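 note: 0% = vehicle wells and 100% = reference agonist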
# MEP2 TOR yeast: modulators of TOR pathway MEP2-GFP in S. cerevisiae; S. cerevisiae MEP2-GFP strain, flow cytometry GFP, 3 h; 100% = DMSO control level; GFP response vs DMSO, % at 10 µM; 0.51% of 330,000 active;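 active = GFP response versus DMSO above a set limit, roughly screen mean plus 3 SD, cut at about 180% in these data; inconclusive = fewer than 70 cells counted for a yeast strain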;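 note: median GFP fluorescence of the barcode-gated MEP2-GFP cells per well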
# LAP4-GFP MLPCN: yeast TOR pathway LAP4-GFP modulation. GFP response vs DMSO, % at 10 µM. 0.34% of 320,000 active. S. cerevisiae LAP4-GFP multiplex, flow cytometry GFP, 3 h; median GFP as percent of DMSO wells. AID 2023;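 active = GFP response vs DMSO above a set limit, about the screen mean plus 3 SD, cut at about 150% in these data; inconclusive = under 70 cell events counted for the yeast strain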
# ZTA DNA inh: blocks Epstein-Barr virus ZTA, an EBNA-1 counter-screen; ZTA-DNA binding, fluorescence polarization; inhibition, % at 11 µM; 0.15% of 320,000 active; AID 2234; in the data active = inhibition above about 33%
# proCasp3 act: activates human procaspase-3; recombinant procaspase-3 D3A, Ac-DEVD-pNA absorbance 405 nm; activation, % at 8.5 µM; 0.11% of 330,000 active; P42574;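 active = activation above the mean of all tested compounds plus 3 SD, cut at about 21% in these data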;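 note: 0% = DMSO alone and 100% = DMSO wells spiked with extra 5 µM PC-3 D3A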
#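 assay system = Procaspase-3 D3A mutant | signal = absorbance at 405 nm, 0 and 120 min | times = 1 h preincubation plus 2 h reaction at 25 °C | repeats = single replicate | read-out = % activation between DMSO and enzyme-spiked controls | medium = Zinc-free HEPES saline buffer with Triton X-100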
# RPL19A TOR yeast: alters RPL19A-GFP fluorescence in TOR pathway yeast screen; 0.3% of 330,000 active; S. cerevisiae RPL19A-GFP strain, flow cytometry, 3 h; active compounds read low; percent response vs DMSO, % at 10 µM;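 active = percent response vs DMSO below 50%; inconclusive = fewer than 70 events counted for the yeast strain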;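 note: median channel GFP fluorescence of the barcoded RPL19A-GFP strain; ratio of sample median GFP to plate DMSO average so 100% = DMSO; lower means less RPL19A-GFP as with rapamycin TOR inhibition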
# Numbers without * were called inactive; ? = inconclusive; . = no result given. Compounds were not picked by outcome; 3.8% or so of the library scored in one or more.
SMILES,EBNA-1 inhibitor,procasp7 counter,AHR activator,MEP2 TOR yeast,LAP4-GFP MLPCN,ZTA DNA inh,proCasp3 act,RPL19A TOR yeast
CCc1ccc(NC(=S)Nc2cc(OC)c(NC(=O)C(C)C)cc2OC)cc1,-8,-14,10,92,122,-5,-12,96
CS(=O)(=O)NN1C(=O)c2ccccc2NC1c1c[nH]c2ccccc12 (stereo unspecified),-11,0,45,107,95,1,-2,109
CC(C)N=C(NC#N)SCc1ccccc1F,10,3,1,103,99,-8,-1,96
CCN=C1S/C(=C\c2ccc(O)c(OCC)c2)C(=O)N1CC,-2,-19,1,96,91,-8,-15,104
O=C(CCC1CCCC1)N1CCN(S(=O)(=O)c2ccc(Br)cc2)CC1,.,14,0,102,109,5,2,101
O=C(CSc1nc(=O)n2ccccc2n1)NCc1ccc2c(c1)OCO2,2,-6,8,98,106,-1,-2,96
COC(=O)c1sc2ccccc2c1NC(=O)c1ccc(S(=O)(=O)N2CCCCC2)cc1,15,-4,2,68,87,1,3,98
O=C(Cc1cccs1)NCCc1csc(-c2ccccc2)n1,7,1,3,105,111,-15,1,98
CC(=O)N1CCc2cc(S(=O)(=O)NC(CC(C)C)C(=O)N3CCCC3)ccc21 (stereo unspecified),-4,1,-1,92,95,-8,-2,96
CC(C)Cn1c(-c2csc(C(C)C)c2)n[nH]c1=S,1,-19,7,99,99,15,-19,97
CCOC(=O)c1n[nH]c(=O)c2ccccc12,-1,-1,-1,96,98,7,1,95
Cc1ccc(OCC(=O)Nc2cccc(S(=O)(=O)N3CCCCC3)c2)c([N+](=O)[O-])n1,-4,5,-2,87,90,1,14,98
NC(=O)c1cc2cc(Br)ccc2oc1=NCc1ccccc1,-1,-4,-2,105,101,-18,1,104
COc1ccc(C(=O)OCC(=O)NC2CC2)cc1OC,.,7,2,97,93,0,5,97
COc1ccccc1NC(=S)NC12CN3CN(CN(C3)C1)C2,1,-20,-1,108,102,2,-10,99
CC(C)Cn1c(N)c(C(=O)NCCN2CCOCC2)c2nc3ccccc3nc21,-6,-2,2,89,91,2,3,111
O=C(CSc1nnc(NC(=O)C2CC(=O)N(c3ccc(F)cc3)C2)s1)NCc1ccco1 (stereo unspecified),6,-21,-2,108,114,16,-7,99
CN(CCOC(=O)c1ccc2c(c1)OCO2)C(C)(C)C,7,2,-1,97,96,-2,1,100
Cc1cc(Br)ccc1OCCOCCN1CCCC1,-4,1,1,96,85,0,-9,103
CC1CCCCN1C(=O)C(=O)c1cn(CC(=O)N2CCCC2)c2ccccc12 (stereo unspecified),-8,-5,7,102,103,8,3,92

# Brought forward from above: 2 entries, then new ones.
SMILES,EBNA-1 inhibitor,procasp7 counter,AHR activator,MEP2 TOR yeast,LAP4-GFP MLPCN,ZTA DNA inh,proCasp3 act,RPL19A TOR yeast
Cc1cc(Br)ccc1OCCOCCN1CCCC1,-4,1,1,96,85,0,-9,103
CC1CCCCN1C(=O)C(=O)c1cn(CC(=O)N2CCCC2)c2ccccc12 (stereo unspecified),-8,-5,7,102,103,8,3,92
O=C(Nc1ccc2c(c1)OCCO2)c1ccc(Br)s1,-3,1,1,?,?,7,-7,?
C[C@@H](C(=O)Nc1cccnc1)n1c(=O)[nH]c2ccccc2c1=O,-18,-7,1,107,101,2,-3,98
CCN(CC)CCN(CC)Cc1ccccc1Br,-16,-11,-1,101,104,-6,-12,102
CCc1ccc(-c2csc(NC(=O)C3=COCCO3)n2)cc1,.,-3,6,93,105,-8,-4,92
Cc1ccc2c(c1)C(=O)N1[C@H]3c4cc(Cl)ccc4OC[C@@H]3[C@H](c3ccccc3)[C@]1(C)C(=O)N2,.,2,1,90,93,.,0,92
O=C(CNC(=O)c1cc2c(n(-c3ccccc3)c1=O)CCCC2=O)c1ccccc1,1,0,0,97,93,-7,6,104
COc1ccc(C)cc1-n1nnnc1SC(C)C(=O)NC1CCCC1 (stereo unspecified),.,9,2,95,94,.,0,95
COc1ccccc1CNC(=O)C(C)Sc1ccsc1[N+](=O)[O-] (stereo unspecified),6,8,6,103,90,29,7,104
O=C(CN1CCCC1)N1CCCc2ccccc21,-18,-3,2,89,89,4,-9,99
CCCCCCCn1ccc(=N)cc1,-3,5,-10,133,106,-2,-3,107
CC1=Nc2nc(N3CCCCC3)c(C#N)c3c4c(nc(c23)N1)N(c1ccc(C(C)C)cc1)C(=O)C4,3,8,-2,94,98,5,5,100
O=C(CSc1nc2ccccc2s1)NNC(=S)Nc1ccc(Cl)cc1,-2,-15,71*,92,78,3,-8,105
CC(=O)N(c1ccc(Cl)cc1)c1nc(C)cc(C)c1C#N,0,-3,102*,95,104,-6,-9,97
Cc1cc(=O)[nH]c(SCC(=O)NCCOc2ccccc2)n1,4,8,0,96,96,-1,9,96
CCn1c(-c2cccn(Cc3ccc(Cl)cc3Cl)c2=O)n[nH]c1=S,-12,-12,0,95,108,-1,-3,101
COC(=O)C1=C(C)Nc2c(c(=O)n(C)c(=O)n2C)C1c1ccc(Cl)cc1 (stereo unspecified),-8,12,-3,103,97,-14,7,108
CNC(=O)c1c(NC(=O)CCS(=O)(=O)c2ccc(Cl)cc2)sc2c1CCN(C(=O)OC)C2,11,18,0,110,106,8,-2,101
CC(=O)Oc1c(Cl)cc(Cl)cc1/C=C/c1ccc2ccccc2n1,-6,-8,24,98,106,5,-2,95
Nc1nnnn1/N=C\c1ccc(Cl)c([N+](=O)[O-])c1,-2,-2,2,97,98,7,3,103
Cc1cc(C)nc(NC(=O)c2cc(-c3ccc4c(c3)OCO4)nc3ccccc23)c1,-2,-7,89*,105,112,-3,-7,106

# Entries from the list above containing an aryl thioether with sulfur outside any ring, in the order listed:
SMILES,EBNA-1 inhibitor,procasp7 counter,AHR activator,MEP2 TOR yeast,LAP4-GFP MLPCN,ZTA DNA inh,proCasp3 act,RPL19A TOR yeast
O=C(CSc1nc(=O)n2ccccc2n1)NCc1ccc2c(c1)OCO2,2,-6,8,98,106,-1,-2,96
O=C(CSc1nnc(NC(=O)C2CC(=O)N(c3ccc(F)cc3)C2)s1)NCc1ccco1 (stereo unspecified),6,-21,-2,108,114,16,-7,99
COc1ccc(C)cc1-n1nnnc1SC(C)C(=O)NC1CCCC1 (stereo unspecified),.,9,2,95,94,.,0,95
COc1ccccc1CNC(=O)C(C)Sc1ccsc1[N+](=O)[O-] (stereo unspecified),6,8,6,103,90,29,7,104
O=C(CSc1nc2ccccc2s1)NNC(=S)Nc1ccc(Cl)cc1,-2,-15,71*,92,78,3,-8,105
Cc1cc(=O)[nH]c(SCC(=O)NCCOc2ccccc2)n1,4,8,0,96,96,-1,9,96

# Retrieved one by one from above, 2 records:
SMILES,EBNA-1 inhibitor,procasp7 counter,AHR activator,MEP2 TOR yeast,LAP4-GFP MLPCN,ZTA DNA inh,proCasp3 act,RPL19A TOR yeast
O=C(CN1CCCC1)N1CCCc2ccccc21,-18,-3,2,89,89,4,-9,99
O=C(CSc1nc2ccccc2s1)NNC(=S)Nc1ccc(Cl)cc1,-2,-15,71*,92,78,3,-8,105

# The list goes on.
SMILES,EBNA-1 inhibitor,procasp7 counter,AHR activator,MEP2 TOR yeast,LAP4-GFP MLPCN,ZTA DNA inh,proCasp3 act,RPL19A TOR yeast
Cc1onc(-c2ccccc2Cl)c1C(=O)N(Cc1nc(-c2ccccc2)no1)C1CCCCC1,2,2,1,104,99,-8,-6,101
COc1ccc(NC(=O)Cn2c(C)csc2=O)c(OC)c1,.,-14,1,96,104,-8,-1,102
O=S(=O)(Nc1ccccc1N1CCOCC1)c1ccc(F)c(Cl)c1,-3,9,0,104,106,-7,-3,102
c1ccc2c(c1)ncn2-c1ccc(-c2ccnc(-c3ccncc3)n2)cc1,-5,-9,44,94,90,-12,-3,98
CCc1ccc(Nc2nc(C)cc(C)c2C(N)=O)cc1,-2,5,24,104,82,3,-3,104
COc1cc([N+](=O)[O-])ccc1NC(=S)NNC(=O)CCC(=O)Nc1ccccc1Cl,14,-33,3,89,74,15,-13,105
COc1cc(/C=N/NC(=O)c2cc[n+]([O-])cc2)cc(OC)c1OC,-4,-6,1,111,96,-16,-3,104
Cc1ccc(NC(=O)CCCCCN2C(=O)c3ccccc3C2=O)nc1,-8,-13,-1,97,88,20,2,101
COc1ccc(Cc2nnc(N/N=C/c3ccc(N(C)C)cc3)[nH]c2=O)cc1OC,-15,-5,5,99,96,0,-1,92
O=C(O)CCCn1cc(NC(=O)COc2ccccc2)cn1,14,0,-1,89,88,14,1,105
O=Cc1cccn1-c1nccc(-c2ccco2)n1,-3,-3,2,102,98,-7,0,102
Fc1ccccc1C1c2cccn2CCN1C(=S)Nc1ccc(Br)cc1 (stereo unspecified),7,-14,13,92,97,12,-6,101
CC(C)C(=O)N1CCC(c2nc(-c3ccc(S(=O)(=O)N4CCN(C)CC4)cc3)no2)CC1,8,7,1,101,92,3,1,90

# Single records, from the list above.
# Fc1ccccc1C1c2cccn2CCN1C(=S)Nc1ccc(Br)cc1 (stereo unspecified) across the screens: EBNA-1 inhibitor: 7; procasp7 counter: -14; AHR activator: 13; MEP2 TOR yeast: 92; LAP4-GFP MLPCN: 97; ZTA DNA inh: 12; proCasp3 act: -6; RPL19A TOR yeast: 101
# Cc1onc(-c2ccccc2Cl)c1C(=O)N(Cc1nc(-c2ccccc2)no1)C1CCCCC1 across the screens: EBNA-1 inhibitor: 2; procasp7 counter: 2; AHR activator: 1; MEP2 TOR yeast: 104; LAP4-GFP MLPCN: 99; ZTA DNA inh: -8; proCasp3 act: -6; RPL19A TOR yeast: 101
